TrxR1 substrate: substrates of rat thioredoxin reductase 1; O89049; purified TrxR1 substrate turnover, NADPH consumption readout; Potency, µM (doses to about 114 µM), for inactives: at the top dose activity change, negative = substrate turnover; actives 0.01% (n = 390,000); note: % is set by controls: 0 for no effect and ±100 for the full control effect; nearly all actives have a fitted effect of over 50% in size
Target sequence (O89049 whole entry, looked up): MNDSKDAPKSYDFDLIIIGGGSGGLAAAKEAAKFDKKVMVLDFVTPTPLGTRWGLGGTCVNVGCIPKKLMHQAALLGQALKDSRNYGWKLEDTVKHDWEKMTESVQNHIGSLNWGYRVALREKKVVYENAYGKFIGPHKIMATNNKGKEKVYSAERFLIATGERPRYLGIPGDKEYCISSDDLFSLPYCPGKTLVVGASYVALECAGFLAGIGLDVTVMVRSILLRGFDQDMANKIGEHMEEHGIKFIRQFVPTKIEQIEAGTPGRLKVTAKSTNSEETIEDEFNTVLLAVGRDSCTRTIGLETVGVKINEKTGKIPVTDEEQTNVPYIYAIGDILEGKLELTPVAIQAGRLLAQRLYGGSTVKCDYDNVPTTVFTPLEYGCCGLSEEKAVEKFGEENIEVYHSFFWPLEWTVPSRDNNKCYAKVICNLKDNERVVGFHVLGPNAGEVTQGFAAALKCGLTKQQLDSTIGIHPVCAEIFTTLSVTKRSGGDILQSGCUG
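Rat TrxR1, dispensed at 90 nM, was prereduced with 400 uM NADPH (final) for 5 min at ~22 deg C, then incubated with compound 15 min before 400 uM selenite. A first-read NADPH fluorescence drop versus no-compound background flagged substrates.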
TrxR1 inh: blocks rat thioredoxin reductase 1. Potency, µM (highest dose often 114 µM), for the others: at the highest dose activity change, negative = inhibition, hits mostly inhibitors. AID 588453. O89049. actives 1% (n = 390,000). recombinant rTrxR1, NADPH fluorescence consumption, selenite substrate; note: % is set by controls: 0 for no effect and ±100 for the full control effect; nearly all actives have a fitted effect of over 65% in size
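Rat TrxR1 (90 nM in the dispensed reagent) was pre-reduced with 400 uM NADPH for 5 min at room temperature, then incubated with compound for 15 min. After 400 uM selenite was added, NADPH fluorescence (Ex 340/Em 450 nm) was followed for 8 min.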
RXFP1 agonist: RXFP1 (human) receptor agonism; HEK293T-RXFP1 cAMP TR-FRET, 30 min; response scale: percent of porcine relaxin response, buffer zero; Potency, µM (series often up to 57.5 µM), for the others: top-dose activation, usual class: activators; actives 0.3% (n = 370,000); AID 2676; note: % is set by controls: 0 for no effect and ±100 for the full control effect; nearly all actives have a fitted effect of over 60% in size; many of its hits are not listed in these tables
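cAMP rise read by TR-FRET after 30 min, 37C compound exposure (up to 58 uM) in RXFP1-transfected HEK293 cells with Ro 20174 present. EC50 from Hill-equation fits, with 29 nM porcine relaxin as 100% and buffer as basal.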
USP1 inh: inhibitors of human USP1/UAF1 deubiquitinase | recombinant USP1/UAF1, Ub-Rhodamine cleavage fluorescence | Potency, µM (titrated, usually from 57.1 µM), for inactives: at the top dose activity change, negative = inhibition, hits mostly inhibitors | actives 0.23% (n = 390,000) | AID 743255; note: % is set by controls: 0 for no effect and ±100 for the full control effect; nearly all actives have a fitted effect of over 60% in size; inactives centre near -12
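USP1/UAF1 complex (1 nM) preincubated 15 min at room temperature with compound, then Ub-Rho substrate (150 nM final) added. Kinetic fluorescence at 480/540 nm over 6 reads at 60 s intervals; 50 mM HEPES pH 7.8, 0.5 mM EDTA, 0.1 mg/ml BSA, 1 mM TCEP, 0.01% Tween-20.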
RGS4 inhibitor: inhibitors of human regulator of G protein signaling 4; P49798; Transcreener GDP fluorescence polarization, RGS4-accelerated GTP hydrolysis; Potency, µM (top dose mostly 114 µM), without a hit: at the top dose activity change, negative = inhibition, usual class: inhibitors; actives 0.039% (n = 390,000); AID 504845; note: % is set by controls: 0 for no effect and ±100 for the full control effect; nearly all actives have a fitted effect of over 75% in size; some results filed as inactive show a strong effect at the top dose
Target sequence (P49798 whole entry, looked up): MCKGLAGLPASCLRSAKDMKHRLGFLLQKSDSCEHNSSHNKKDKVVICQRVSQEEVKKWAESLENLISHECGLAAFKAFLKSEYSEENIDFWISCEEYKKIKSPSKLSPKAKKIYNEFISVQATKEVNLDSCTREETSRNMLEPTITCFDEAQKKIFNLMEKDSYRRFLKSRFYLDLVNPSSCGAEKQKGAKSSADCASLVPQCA
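MLSMR compounds (23 nl, pin-transferred) preincubated 10 min at room temperature with a 500nM (2x) first reagent, then RGS4 at 900nM (2x) plus Transcreener GDP mix added; fluorescence polarization (620/688 nm) read before and after 90 min at 30 °C.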
Vif-APOBEC3G blk: Vif-A3G binding inhibition; Q9HC16; Potency, µM (series often up to 46.1 µM), for the others: at the highest dose activity, negative = active, usual class: inhibitors; actives 0.076% (n = 410,000); HeLa A3G-eYFP + Vif (tagged APOBEC3G with the HIV-1 protein that degrades it), YFP fluorescence, overnight;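 note: % is set by controls: 0 for no effect and ±100 for the full control effect; nearly all actives have a fitted effect of over 60% in size; hits raise eYFP signal because A3G escapes Vif-driven loss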
Target sequence (Q9HC16 whole entry, looked up): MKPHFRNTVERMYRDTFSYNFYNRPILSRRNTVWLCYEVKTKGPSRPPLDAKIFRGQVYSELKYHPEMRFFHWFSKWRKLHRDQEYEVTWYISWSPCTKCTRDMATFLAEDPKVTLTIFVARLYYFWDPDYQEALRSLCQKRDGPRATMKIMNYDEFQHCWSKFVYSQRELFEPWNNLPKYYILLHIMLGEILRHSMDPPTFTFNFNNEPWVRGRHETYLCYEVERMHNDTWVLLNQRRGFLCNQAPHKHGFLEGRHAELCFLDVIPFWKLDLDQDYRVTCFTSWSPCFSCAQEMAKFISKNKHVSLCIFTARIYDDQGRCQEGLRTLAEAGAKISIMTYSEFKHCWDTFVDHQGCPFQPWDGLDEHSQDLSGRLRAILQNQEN
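Read-out is eYFP fluorescence (Ex 488/Em 500-530) from Vif-expressing HeLa A3G-eYFP cells; more signal means A3G escaped Vif-mediated degradation. Cells plated overnight, compound pinned in, incubated overnight at 37 deg C.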
mIDH1 inhibitor: inhibitors of human mutant IDH1 R132H. O75874. IDH1-R132H enzyme, NADPH consumption, diaphorase/resazurin fluorescence. Potency, µM (doses to about 76.6 µM), for the others: top-dose activity change, negative = inhibition, actives largely listed as inhibitors. actives 0.093% (n = 390,000). AID 602179; note: % is set by controls: 0 for no effect and ±100 for the full control effect; nearly all actives have a fitted effect of over 65% in size
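IDH1-R132H (0.5 ug/mL) preincubated 30 min with compound, then NADPH (0.016 mM) and alpha-KG (2 mM) added; 80 min at RT, pH 7.5. Remaining NADPH coupled via diaphorase/resazurin to fluorescence (540/590 nm); concentration-response curves normalized to no-enzyme control.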
Vif-APOBEC3F blk: inhibitors of Vif-A3F interaction. Potency, µM (titrated, usually from 46.1 µM), without a hit: at the highest dose activity, negative = active. actives 0.2% (n = 390,000). AID 602313. HeLa A3F-eYFP + Vif (tagged APOBEC3F with the HIV-1 protein that degrades it), YFP fluorescence increase; note: % of control where 0% means no effect; nearly all actives have a fitted effect of over 65% in size
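HeLa cells stably expressing Vif plus C-terminally eYFP-tagged A3F were seeded, incubated overnight at 37 deg C, dosed with compound, incubated overnight again at 37 deg C. Yellow fluorescence (Ex 488/Em 500-530) reported blocked Vif-mediated A3F-eYFP degradation.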
12-LOX inh: inhibitors of human 12S-lipoxygenase ALOX12. P18054. purified 12hLO, xylenol orange hydroperoxide absorbance. Potency, µM (doses to about 108 µM), for inactives: top-dose activity change, negative = inhibition, most hits filed as inhibitors. actives 1.1% (n = 580,000); note: % is set by controls: 0 for no effect and ±100 for the full control effect
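Hydroperoxide product was detected by ferrous iron/xylenol orange as the 573 to 405 nm absorbance ratio. Arachidonic acid at 40 uM (final) was turned over for 30 min at room temperature by 150 nM human 12hLO, pH 7.0 Hepes buffer, after 15 min compound preincubation.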
Numbers without * were called inactive; ? = inconclusive; · = no result given; [ ] = dose if it differs, or a comment. Calls come from the whole dose curve; as a rule, active = well fitted curve in the direction sought with a large enough effect; inconclusive = small, poorly fitted or top-dose-only effect, or another doubt; inactive = no such curve, though single readings can be large; an effect the other way counts as inactive or inconclusive. Potency is the fitted concentration of half-maximal effect. Only part of the results is shown, so the mix of outcomes need not match the whole.

SMILES	TrxR1 substrate	TrxR1 inh	RXFP1 agonist	USP1 inh	RGS4 inhibitor	Vif-APOBEC3G blk	mIDH1 inhibitor	Vif-APOBEC3F blk	12-LOX inh
C/C=C/c1ccc(OCCCCN2CC(C)CC(C)C2)c(OC)c1 (stereo not given)	-7%[57.1 µM]	8%[57.1 µM]	-0.3%	-9%	11%	0%	3%	3%	?
CC1(C)Nc2ccccc2N(CC(=O)N2CCCCC2)C1=O	6%[57.1 µM]	8%[57.1 µM]	0.6%	-1%	22%	1%	-1%	2%	37%[activator]
O=C(Nc1ccc([N+](=O)[O-])cc1)Nc1nc(-c2ccc(Cl)s2)cs1	-20%	-13%	0.2%	-4%	-5%	2%	-6%	0%	-19%
CCCCNC(=O)CNC(=S)N(Cc1cc(OC)c(OC)c(OC)c1)C1CCCC1	11%[57.1 µM]	2%[57.1 µM]	0.9%	1%	7%	-6%	0%	-7%	-15%
COc1ccc(/C=C2\SC(=S)N(NS(=O)(=O)c3ccc(C)cc3)C2=O)c(OC)c1	-12%	-9%	3.3%	-24%	12%	0%	-3%	2%	?
N#CC1(Nc2ccc(-c3ccc(Cl)cc3)cc2)CCCC1	12%[11.4 µM]	20%[11.4 µM]	·	-11%	?	-10%	5%	-9%	?
COCC(C)n1c(C)cc(C(=O)CSc2nnc(-c3ccco3)o2)c1C (stereo not given)	-4%	4%	·	?	-6%	6%	13%	-2%	-9%
COC(=O)c1cc(C(=O)OC)n(Cc2ccc(Cl)cc2Cl)n1	-1%	19%	-0.2%	3%	12%	0%	4%	1%	-16%
Cc1cccc(C)c1NCc1n[nH]c(=S)n1-c1ccccc1	8%[57.1 µM]	?	-2.2%	1%	-4%	-1%	8%	0%	-13%
CCOc1ccc(C(=O)NCC(=O)NCCCn2nc(C)cc2C)cc1OCC	-9%	-12%	1.2%	-8%	-12%	0%	8%	2%	-5%
CCN(CC(=O)Nc1ccc(Br)cc1)C(=O)c1nc2nc(C)cc(C)n2n1	7%	5%	2.1%	-22%	-10%	-6%	6%	5%	48%[activator]
Cc1ccc(/C=N/Nc2ccc3ccccc3n2)o1	3%[57.1 µM]	-3%[57.1 µM]	3.2%	-18%	-2%	2%	12%	6%	-25%
N#C/C(=C\c1ccc(F)cc1F)S(=O)(=O)c1ccccn1	-20%[57.1 µM]	41%	0.2%	-17%	-27%	6%	3%	-4%	-13%
CN(Cc1c(C(=O)N/N=C/c2c(F)cccc2Cl)nnn1-c1nonc1N)c1ccccc1	-4%	20%	-1.5%	-18%	-1%[56.9 µM]	-4%	-2%	-2%	14%
Oc1cccc(/C=N/Nc2cc(N3CCCC3)nc(N3CCCC3)n2)c1	-7%	3%	4.5%	?	-30%	-5%	-9%	-21%	?
CCOc1ccc(-n2c(=O)c3c(C)c(C)sc3n(Cc3c(F)cccc3Cl)c2=O)cc1	9%	19%	3.9%	-17%	15%	·	·	·	-27%
COc1cccc(S(=O)(=O)N2CCN(c3ccccc3F)CC2)c1	-5%	10%	1.7%	-16%	-20%	4%	6%	1%	-19%
CCc1nc2oc(C(=O)c3ccccc3)c(N)c2c2c1COC(C)(C)C2	-3%	-12%	-0.1%	-25%	-12%	-5%	7%	5%	112%[activator]
CN(C)CCCNC(=S)N(Cc1cccs1)Cc1cc2cc3c(cc2[nH]c1=O)OCCO3	24%	?	1.0%	-10%	-14%	-8%	0%	-2%	?
NN1C(=O)c2cccc3c(C(=O)O)ccc(c23)C1=O	-4%	5%	2.5%	-3%	6%	-2%	7%	13%	-3%
COc1cccc(C2C(C(=O)Nc3ccc(C)cc3C)=C(C)Nc3c(C(=O)Nc4ccccc4)cnn32)c1 (stereo not given)	-9%	3%	-1.6%	-11%	9%	-2%	-17%	1%	-26%
COC(=O)c1cc2oc(C)cc2n1CC(=O)Nc1ccc(C(C)C)cc1	1%	14%	2.7%	-21%	20%	4%	?	1%	7%
CCOc1ccc(NC(=O)COc2ccccc2C(=O)NCc2ccccc2)cc1	-4%	2%	-0.7%	-6%	25%	10%	-6%	0%	-11%
C=CCc1cccc(CNc2c(C)n(C)n(-c3ccccc3)c2=O)c1O	-5%	-15%	2.5%	-14%	15%	1%	0%	5%	-15%
Cc1cccc(/C(N)=N/OC(=O)c2ccc3c(c2)OCO3)c1	3%	7%	0.6%	-16%	-32%	-6%	1%	-11%	-18%
CCN1CCn2c1nc(N1CCOCC1)nc2=O	5%	16%	0.6%	-2%	-11%	-1%	4%	0%	-8%
CC(C)CCCC(C)NS(=O)(=O)Cc1ccccc1 (stereo not given)	-7%	1%	0.3%	-22%	9%	0%	-4%	-24%	-2%
COc1ccc(N2CCN(S(=O)(=O)c3ccc(-n4cnnn4)c(C)c3)CC2)cc1	7%	13%	0.4%	-16%	-9%	-3%	-6%	4%	-13%
O=C(NCc1ccco1)C1CC(c2ccccc2O)=NO1 (stereo not given)	4%[57.1 µM]	6%[57.1 µM]	0.8%	-12%	3%	-20%	2%	1%	?
CCC(=O)Nc1nnc(SCC(=O)Nc2ccc(F)cc2)s1	-6%	0%	0.2%	-1%	-10%[56.9 µM]	-5%	6%	-6%	0%

As a working copy, 3 of the compounds above:
SMILES	TrxR1 substrate	TrxR1 inh	RXFP1 agonist	USP1 inh	RGS4 inhibitor	Vif-APOBEC3G blk	mIDH1 inhibitor	Vif-APOBEC3F blk	12-LOX inh
C/C=C/c1ccc(OCCCCN2CC(C)CC(C)C2)c(OC)c1 (stereo not given)	-7%[57.1 µM]	8%[57.1 µM]	-0.3%	-9%	11%	0%	3%	3%	?
CC1(C)Nc2ccccc2N(CC(=O)N2CCCCC2)C1=O	6%[57.1 µM]	8%[57.1 µM]	0.6%	-1%	22%	1%	-1%	2%	37%[activator]
O=C(Nc1ccc([N+](=O)[O-])cc1)Nc1nc(-c2ccc(Cl)s2)cs1	-20%	-13%	0.2%	-4%	-5%	2%	-6%	0%	-19%

More compounds:
SMILES	TrxR1 substrate	TrxR1 inh	RXFP1 agonist	USP1 inh	RGS4 inhibitor	Vif-APOBEC3G blk	mIDH1 inhibitor	Vif-APOBEC3F blk	12-LOX inh
CCNS(=O)(=O)c1ccc(NC(=O)Nc2cc(C)ccc2OC)cc1	-8%	17%	0.4%	-16%	16%[11.4 µM]	-1%	-11%	1%	0%
Cc1cccc(OCC(=O)NCCCNC(=O)c2cnccn2)c1	6%[57.1 µM]	18%[57.1 µM]	0.2%	-4%	32%	2%	-5%	-4%	-1%
Cc1ccc(N2C(=O)CSC23C(=O)N(CC(=O)NCc2ccccc2)c2ccccc23)cc1C (stereo not given)	4%	23%	0.0%	-17%	2%	-31%	-11%	0%	0%
Cc1cccc(CN2CCN(Cc3cnn(-c4ccccc4F)c3)CC2CCO)n1 (stereo not given)	-3%	-7%	-1.3%	1%	14%	1%	1%	-10%	2%
CCOc1ccccc1OCCCCOc1ccccc1F	-4%	-1%	-0.9%	-21%	-8%	-5%	5%	-8%	15%
ON=C1C2CC=C(c3ccccc3)C1CCC2 (stereo not given)	11%[57.1 µM]	8%[11.4 µM]	·	-2%	?	-7%	7%	-10%	?
CN(C(=O)c1ccc(NC(=O)C2CCN(C(=O)OC(C)(C)C)CC2)cc1)C1CC1	2%	15%	·	-14%	6%	0%	-16%	-1%	-3%
CC(C)n1ncc2c(C(=O)Nc3ccc(CC#N)cc3)cc(C3CC3)nc21	1%	8%	-0.2%	-5%	-7%	0%	-3%	3%	298%[activator]
O=C(COC(=O)c1cccc(Cl)c1)NC1CCS(=O)(=O)C1 (stereo not given)	4%	24%	-0.6%	-25%	-10%	2%	3%	-9%	-1%
C/C(=N/Nc1ccc(C(=O)O)cc1)c1ccc(O)c(O)c1O	?	-32%	0.3%	-14%	-8%	3%	15%	-1%	1%
COc1cccc(C(=O)Nc2nnc(S(=O)(=O)N(C)c3ccccc3)s2)c1	-3%	-3%	1.2%	-6%	6%	1%	43%[activator]	3%	3%
COc1ccc(-c2ccc3oc(-c4ccc(OC)cc4)c(C#CCO)c3c2)cc1	40%[activator]	54%	·	1%	7%	-14%	-10%	3%	?
CCCCCC(=O)N1C[C@H](n2cc(-c3ccc(F)cc3)nn2)[C@@H](O)C[C@@H]1c1ccc(C)cc1	·	·	·	?	·	-11%	7%	-24%	?
Cc1cccc(C(=O)NNC2=C(C(=O)C(F)(F)F)CCC2)c1O	-9%	-19%	-0.8%	-11%	-7%	0%	11%	·	0%
CC1CCN(c2ccc([N+](=O)[O-])c(SCCO)c2)CC1	-4%	14%	-5.3%	-16%	0%	-1%	-2%	7%	?
COc1ccc(/C=C2/SC(=S)N(NS(=O)(=O)c3ccc(C)cc3)C2=O)cc1	-9%	10%	0.5%	-10%	-29%	-4%	22%	1%	?
COc1ccc(CCNC(=O)c2cc(S(=O)(=O)N(C)C)ccc2N2CCCC2)cc1	5%	-3%[57.1 µM]	-3.1%	5%	11%	1%	11%	2%	0%
COc1cccc(/C=C2/Oc3ccccc3N(CC(=O)NCC3CCCO3)C2=O)c1 (stereo not given)	130%[activator]	34%	6.5%	-26%	-11%	-12%	-3%	-16%	·
